Compound activity deposited in PubChem BioAssay by Emory University Molecular Libraries Screening Center.
14-3-3 PPI: alters human 14-3-3 gamma binding to Raf peptide | 0.19% of 160,000 active | FP, 14-3-3gamma / TMR-pS259-Raf peptide binding | AID 422 | inhibition, % at 40 µM; in the data active = inhibition above about 30%;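 note: 0% = protein plus tracer without compound and 100% = blank with tracer alone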
Target sequence (P61981 whole entry, looked up): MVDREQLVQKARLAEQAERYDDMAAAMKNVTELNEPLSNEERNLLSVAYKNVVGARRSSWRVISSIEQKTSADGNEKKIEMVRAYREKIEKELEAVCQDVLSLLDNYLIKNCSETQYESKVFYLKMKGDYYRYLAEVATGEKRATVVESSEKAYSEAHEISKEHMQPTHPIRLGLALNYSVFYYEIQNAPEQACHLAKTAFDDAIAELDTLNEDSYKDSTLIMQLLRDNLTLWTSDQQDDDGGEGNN
* marks the source's active call; other numbers are inactive results; & = joins results of further samples.

Sample of the layout, 3 compounds:
For O=C(Nc1ccc2c(c1)OCO2)c1nn2c(c1Cl)NC(c1ccc(Br)cc1)CC2C(F)(F)F (configuration not stated) the results were 14-3-3 PPI -13.2.
`COc1ccc(Cl)cc1NS(=O)(=O)c1cccnc1` gave 14-3-3 PPI -0.4.
O=C(c1ccc(N2CCOCC2)nc1)N1CCCCC1 was read as 14-3-3 PPI 7.3.

Main list, from the first entry:
For O=C(Nc1ccc2c(c1)OCO2)c1nn2c(c1Cl)NC(c1ccc(Br)cc1)CC2C(F)(F)F (configuration not stated) the results were 14-3-3 PPI -13.2.
`COc1ccc(Cl)cc1NS(=O)(=O)c1cccnc1` gave 14-3-3 PPI -0.4.
O=C(c1ccc(N2CCOCC2)nc1)N1CCCCC1 was read as 14-3-3 PPI 7.3.
Cc1ccc(-c2nc3cc(NC(=O)c4cccnc4Cl)ccc3o2)cc1C was read as 14-3-3 PPI -11.8.
`CCn1ncc(C2=NOC(C(=O)NCCc3ccccc3)C2)c1C` (configuration not stated) gave 14-3-3 PPI -8.5.
For c1ccc(-n2ncc3c(N4CCN(c5ccccn5)CC4)nc(N4CCCCC4)nc32)cc1 the results were 14-3-3 PPI 1.1.
For O=C(O)CCCNC1=NCCC1 the results were 14-3-3 PPI -4.2.
`CC1CCCC(C)N1C(=O)CN1C(=O)C(C)(C)Oc2ccc(C(=O)NC3CCCC3)cc21` (configuration not stated) gave 14-3-3 PPI -1.3.
Screening CC1=C(C(=O)OC(C)C)C(c2ccc3c(c2)OCO3)C2=C(CC(c3cccs3)CC2=O)N1 (configuration not stated) returned 14-3-3 PPI -7.4.
Screening Cc1cc(NC(=O)c2cccc(C(F)(F)F)c2)nc2c1c(=O)oc1ccccc12 returned 14-3-3 PPI -67.6.
For N#CC1=C(N)Oc2n[nH]c(-c3ccccc3)c2C1c1ccncc1 (configuration not stated) the results were 14-3-3 PPI 1.2.
`CCOC(=O)c1[nH]c2ccccc2c1NC(=O)c1ccccc1[N+](=O)[O-]` gave 14-3-3 PPI -6.2.
Screening CC(C)=CC(=O)Nc1nnc(-c2cccnc2)s1 returned 14-3-3 PPI -2.5.
For O=[N+]([O-])c1cc(S(=O)(=O)Nc2ccc3oc4c(c3c2)CCCC4)ccc1Cl the results were 14-3-3 PPI -11.1.
For O=C(Nc1cccc([N+](=O)[O-])c1)C1COc2ccccc2O1 (configuration not stated) the results were 14-3-3 PPI 2.6.
COCCn1c(C)cc(C(=O)CSc2nc(C)cc(C)c2C#N)c1C was read as 14-3-3 PPI -3.4.
Screening COc1ccc(NC(=O)C=C(C)C)cc1Cl returned 14-3-3 PPI 0.6.
For CCC(=O)N1CCc2cc(Br)cc(S(=O)(=O)NCCN3CCOCC3)c21 the results were 14-3-3 PPI -8.5.
O=C(CSc1nnc2ccc3ccccc3n12)NCc1ccco1 was read as 14-3-3 PPI 0.9.
COc1ccc(OC)c(-n2c(C)nc3cc(C(=O)O)ccc32)c1 was read as 14-3-3 PPI -17.0&-5.0.
Screening NC(=O)CSc1nnc(-c2ccc(O)cc2)n1Cc1ccco1 returned 14-3-3 PPI -6.6.
c1ccc(CCNc2c3c(nc4ccccc24)CCC3)cc1 was read as 14-3-3 PPI -25.6.
`C=CCSc1nc(C)c2cc(C)ccc2n1` gave 14-3-3 PPI -3.5.
`CCCCn1c(NCc2c(O)ccc3ccccc23)nc2ccccc21` gave 14-3-3 PPI -3.3.
`CC1=C(C(=O)Nc2cc(C(F)(F)F)ccc2Cl)C(c2ccccc2C)C2=C(CCCC2=O)N1` (configuration not stated) gave 14-3-3 PPI 1.9.
`Oc1ccc2ccccc2c1/C=N/n1cnnc1` gave 14-3-3 PPI -8.4.
Screening COc1ccc(C2SCCN2S(=O)(=O)c2ccc(F)cc2)cc1OC (configuration not stated) returned 14-3-3 PPI -2.6.
Screening Cc1ccc(C2C3=C(CC(C)(C)CC3=O)Nc3[nH]c(=S)[nH]c(=O)c32)cc1 (configuration not stated) returned 14-3-3 PPI 1.6&-3.3.
Screening CCOc1ccc2nc(NC(=O)CN(C)S(=O)(=O)c3ccc(Br)s3)sc2c1 returned 14-3-3 PPI -7.3.
`COc1ccccc1-n1c(SCC(=O)N2CCCC2)nc2[nH]ncc2c1=O` gave 14-3-3 PPI 9.5.
COc1ccc(N2CCN(C(=O)C3c4ccccc4C(=O)N(C)C3c3c[nH]c4ccccc34)CC2)cc1 (configuration not stated) was read as 14-3-3 PPI 6.7.
Screening CCOC(=O)CSc1nc(NCc2ccco2)c2ccccc2n1 returned 14-3-3 PPI -7.0&2.2.
Screening O=C(O)CSC1=NC(=O)CC(=O)N1 returned 14-3-3 PPI -21.8.
CC1=C(C(=O)OC2CCCCC2)C(c2cccc(C)c2)C2=C(CCCC2=O)N1 (configuration not stated) was read as 14-3-3 PPI -3.8.
Cc1ccc(-n2c(C)cc(C3N=C(N)Nc4nc5ccccc5n43)c2C)c(C)c1 (configuration not stated) was read as 14-3-3 PPI -6.5.
For OC(Cn1ccnc1)c1ccccc1 (configuration not stated) the results were 14-3-3 PPI -7.5.
`Cc1cccnc1NC(=O)c1c(O)c2ccccc2n(C)c1=O` gave 14-3-3 PPI 0.1.
For O=C1CSC(c2ccccc2)N1c1ccc(O)cc1 (configuration not stated) the results were 14-3-3 PPI 5.1.
Screening COc1cc(OC)c(C2CC(=O)N3CN(c4ccc(C)cc4)CSC3=C2C#N)cc1OC (configuration not stated) returned 14-3-3 PPI 0.3.
For CC(=O)C1=C(O)C(=O)N(CCN2CCOCC2)C1c1ccc([N+](=O)[O-])cc1 (configuration not stated) the results were 14-3-3 PPI -3.4.
For CCOC(=O)Cc1csc(NC(=O)CCN2C(=O)C3C4C=CC(C4)C3C2=O)n1 (configuration not stated) the results were 14-3-3 PPI 5.9.
`c1ccc(-n2ncc3c2ncn2nc(CSc4nc5ccccc5s4)nc32)cc1` gave 14-3-3 PPI -9.9.
`C=CCNc1ncnc2c1ncn2C1OC(CO)C(O)C1O` (configuration not stated) gave 14-3-3 PPI -1.9.
Screening CCC(=O)Nc1nonc1-c1nc2ccccc2n1CCC(C)C returned 14-3-3 PPI -12.3.
Screening COc1ccc(Cn2c(=S)[nH]c3cc(C(=O)NCc4ccccc4Cl)ccc3c2=O)cc1 returned 14-3-3 PPI 3.8.
`O=C(c1cc(-c2ccc3c(c2)OCO3)on1)N1CCN(Cc2ccccc2)CC1` gave 14-3-3 PPI 0.8.
Screening COC(=O)c1nc(-c2ccccc2)oc1N(C)C returned 14-3-3 PPI -4.0.
Screening CCCCCn1c(SCC(=O)O)nc2c1c(=O)[nH]c(=O)n2C returned 14-3-3 PPI 11.5.
Screening COc1ccc2oc(=Nc3ccc(C(=O)c4ccccc4)cc3)c(C(N)=O)cc2c1 returned 14-3-3 PPI -0.3.
For CCN(c1ccccc1)S(=O)(=O)c1ccc(F)cc1 the results were 14-3-3 PPI -1.6.
For CC1CCN(CCCNC(=O)c2ccc3nc4ccccc4c(=O)n3c2)CC1 the results were 14-3-3 PPI 3.3.
Screening Nc1c(S(=O)Cc2ccccc2)sc2nc(-c3cccs3)cc(-c3ccccc3)c12 (configuration not stated) returned 14-3-3 PPI -114.2.
Screening CCOC(=O)c1ccccc1NC(=O)Cn1c(=O)n(C2CCCC2)c(=O)c2ccccc21 returned 14-3-3 PPI 7.0.
For C#CCOc1ccc(Cl)cc1C1C2=C(CCCC2=O)NC2=C1C(=O)CCC2 the results were 14-3-3 PPI -9.2.
CCOC(=O)c1c(N=Cc2ccccc2O)sc2c1CCCC2 was read as 14-3-3 PPI 0.3.
Screening CC(C)c1cc(NS(=O)(=O)c2ccccc2)cc(S(=O)(=O)c2ccc(Cl)cc2)c1O returned 14-3-3 PPI -7.5.
O=C1CC(C(=O)Nc2ccc(O)c(C(=O)O)c2)C(c2ccccc2)O1 (configuration not stated) was read as 14-3-3 PPI -9.0.
For COc1ccc(OC)c(NC(=O)Cn2c(=O)sc3ccccc32)c1 the results were 14-3-3 PPI -2.7.
For CCCCCOC(=O)C1=C(C)NC(=S)NC1c1ccc(N(C)C)cc1 (configuration not stated) the results were 14-3-3 PPI -2.3.
For Cc1ccc(-c2[nH]c3ccccc3c2SCCNC(=O)c2cccs2)cc1 the results were 14-3-3 PPI -10.9.
For COc1ccc(N2C(=O)CC(NCCc3c[nH]c4ccccc34)C2=O)cc1 (configuration not stated) the results were 14-3-3 PPI -11.2.
For CC(C)(C)SCCNS(=O)(=O)c1ccc(F)cc1 the results were 14-3-3 PPI 3.9.
Cc1cccc(OCC(=O)Nc2ccc(S(=O)(=O)Nc3cc(C)nc(C)n3)cc2)c1 was read as 14-3-3 PPI -5.7.
For COc1ccc(C2N3CC4(C)CN2CC(C)(C3)C4=O)cc1OC (configuration not stated) the results were 14-3-3 PPI -2.0.
Screening CC1=CC(c2ccccc2)n2nc(N3C(=O)C4CC=CCC4C3=O)nc2N1 (configuration not stated) returned 14-3-3 PPI -9.1.
Screening O=C(C1CCCO1)N1CCC(O)(c2ccccc2)CC1 (configuration not stated) returned 14-3-3 PPI 4.2.
COc1cccc(C2C=C(c3ccc(C)cc3)Nc3nnnn32)c1OC(F)F (configuration not stated) was read as 14-3-3 PPI -5.1.
Screening O=C(Nc1ccc2c(c1)OCO2)c1cc(C2CC2)on1 returned 14-3-3 PPI -2.1.
COc1ccccc1NC(=O)CN1C(=O)CCS(=O)(=O)c2ccccc21 was read as 14-3-3 PPI -0.5.
Screening Cc1ccc(-c2cc(C(F)F)nc(NCc3cccnc3)n2)cc1 returned 14-3-3 PPI -5.7&-40.7.
`Cc1ccc(CNC(=O)CN(C)S(=O)(=O)c2cccs2)cc1` gave 14-3-3 PPI -7.0.
O=C(Nc1ccc(F)cc1)c1cc2cc([N+](=O)[O-])ccc2oc1=O was read as 14-3-3 PPI 5.4.
Screening Cc1sc2ncn3c(C)nnc3c2c1C returned 14-3-3 PPI -3.5.
Screening CN(CCNC(=O)c1cc(-c2cccnc2)nc2ccccc12)Cc1ccccc1 returned 14-3-3 PPI 4.3.
Screening Nn1c(SC/C=C/c2ccccc2)nnc1-c1cccnc1 returned 14-3-3 PPI -4.4.
Cc1noc(C(=O)Nc2ccc3c(c2)OCO3)c1Cl was read as 14-3-3 PPI -8.6.
Screening Cc1cc(Br)ccc1NC(=O)c1ccc(NS(=O)(=O)c2c(C)noc2C)cc1 returned 14-3-3 PPI -2.0.
For COc1ccc(-c2cc(C(F)(F)F)n3nc(C(=O)NC45CC6CC(CC(C6)C4)C5)cc3n2)cc1 the results were 14-3-3 PPI -0.7.
`COc1ccc(-c2noc(CSc3nc(N)c(-c4ccccc4)c(=O)[nH]3)n2)cc1OC` gave 14-3-3 PPI -8.6.
Screening O=S1(=O)N=C(Nc2ccc(O)c(CN3CCCCC3)c2)c2ccccc21 returned 14-3-3 PPI -17.2.

Quoted at random: 3 records from the list
COc1ccc(N2CCN(C(=O)C3c4ccccc4C(=O)N(C)C3c3c[nH]c4ccccc34)CC2)cc1 (configuration not stated) was read as 14-3-3 PPI 6.7.
For CC(C)(C)SCCNS(=O)(=O)c1ccc(F)cc1 the results were 14-3-3 PPI 3.9.
For COc1ccc(C2N3CC4(C)CN2CC(C)(C3)C4=O)cc1OC (configuration not stated) the results were 14-3-3 PPI -2.0.

Other results
`Cc1ccc2nsnc2c1NC(=O)c1ccc(-c2cccc(Cl)c2C)o1` gave 14-3-3 PPI -16.8.
`CC1(C)NC(=O)N(CC(O)CN2CCCCC2)C1=O` (configuration not stated) gave 14-3-3 PPI -4.3.
`O=C(CSc1nc(-c2ccco2)cc(C(F)(F)F)n1)NCCCn1ccnc1` gave 14-3-3 PPI 1.9.
`CC(=O)Oc1cccc(N2C(=O)c3cccnc3C2=O)c1` gave 14-3-3 PPI -1.1.
For CC(C)Oc1ccc(NC(N)=O)cc1 the results were 14-3-3 PPI -4.4.
Screening CCOc1cc2c(cc1OCC)C1C(C(=O)NC3CCCCC3)c3ccccc3C(=O)N1CC2 (configuration not stated) returned 14-3-3 PPI -8.6.
For O=S(=O)(Cc1ccccc1)Nn1cnnc1 the results were 14-3-3 PPI -1.7.
For O=C(Nc1ccccc1NC(=O)c1cccc(I)c1)c1cccc(I)c1 the results were 14-3-3 PPI -36.2.
For S=c1[nH]nc(-c2ccco2)n1C1CCCCC1 the results were 14-3-3 PPI 0.2.
CC1(C)CC(=O)C2=C(C1)Nc1nc(SCc3ccc([N+](=O)[O-])cc3)[nH]c(=O)c1C2c1ccncc1 (configuration not stated) was read as 14-3-3 PPI -11.0.

A stretch taken from the entries so far, for reference:
For O=S(=O)(Cc1ccccc1)Nn1cnnc1 the results were 14-3-3 PPI -1.7.
For O=C(Nc1ccccc1NC(=O)c1cccc(I)c1)c1cccc(I)c1 the results were 14-3-3 PPI -36.2.
For S=c1[nH]nc(-c2ccco2)n1C1CCCCC1 the results were 14-3-3 PPI 0.2.
CC1(C)CC(=O)C2=C(C1)Nc1nc(SCc3ccc([N+](=O)[O-])cc3)[nH]c(=O)c1C2c1ccncc1 (configuration not stated) was read as 14-3-3 PPI -11.0.

(continued)
`CCCOc1ccc(CSC2=NCCN2)cc1[N+](=O)[O-]` gave 14-3-3 PPI -3.4.
Screening Cc1cc(C)n(CCC(=O)O)n1 returned 14-3-3 PPI 3.6.
`Clc1ccc2[nH]c3c(NCCCN4CCOCC4)ncnc3c2c1` gave 14-3-3 PPI -12.3.
For O=C(O)Cn1c(P(=O)(O)c2ccccc2)nc2ccccc21 the results were 14-3-3 PPI -2.6.
Screening COC(=O)C1=C(N)Oc2cc(C)n(Cc3ccncc3)c(=O)c2C1c1cccnc1 (configuration not stated) returned 14-3-3 PPI -4.8.
`Cc1nc(SCC(=O)c2ccc(O)cc2O)n[nH]1` gave 14-3-3 PPI 3.3.
O=[N+]([O-])c1ccc(CSc2nnc(-c3ccncc3)n2Cc2ccccc2)cc1 was read as 14-3-3 PPI 8.0.
For O=[N+]([O-])c1c(NCCCO)cc(SC2CCCCC2)c2nonc12 the results were 14-3-3 PPI -4.3.
`COc1ccc(Cl)cc1NC(=O)Cn1cccc1` gave 14-3-3 PPI -0.7.
c1ccc(CSc2ncccn2)cc1 was read as 14-3-3 PPI -8.9.
`Nc1cc(Cl)ccc1Oc1ccccc1` gave 14-3-3 PPI -5.5.
`CC(C)c1cccc(C(C)C)c1NC1=NS(=O)(=O)c2ccccc21` gave 14-3-3 PPI -1.8.
COC(=O)c1cccc(NC(=O)c2nn(C)c(=O)c3ccccc23)c1 was read as 14-3-3 PPI -2.6.

Some of the compounds tested; rates above refer to the full screens.
